SENP6 inh = SENP6 protease inhibition; Q9GZR1; hit rate 1.8% among 330,000; Recombinant SENP6 catalytic domain, aminoluciferin luminescence; inhibition, % at 10 µM;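 active = inhibition above about 50% at the single tested dose, limit read from the data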;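 note: plate controls were DMSO wells with enzyme for no effect and DMSO wells lacking enzyme for full effect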
SENP1 FRET inh = blocks the human SENP1 SUMO protease catalytic domain; Q9P0U3; hit rate 0.21% among 360,000; recombinant SENP1 catalytic domain, CyPet-SUMO1-YPet FRET cleavage; AID 624204; inhibition, % at 10 µM;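 active = inhibition at least 30% at 10 µM, raw YFP signal under a set limit, fluorescence ratio 0.5 to 1.5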;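 note: 0% = enzyme with DMSO and 100% = no enzyme wells; some results filed as inactive read as strong as hits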
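Test system: recombinant human SENP1 catalytic domain, His6-tagged / Medium: pH 8 Tris buffer with EDTA, NaCl, BME, BSA, NP40, catalase / Also added: SUMO1 FRET substrate flanked by Cypet and Ypet, 25 nM / Times: 50 min reaction at room temperature / Signal: FRET, CFP and YFP emission / Control set: no-enzyme low control and enzyme-plus-DMSO high control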
UBC13 polyUb = blocks human UBC13 polyubiquitin chain formation. hit rate 0.47% among 330,000. AID 485273. P61088. inhibition, % at 20 µM. TR-FRET; in the data active = inhibition above about 45%, passing the limit was not always enough
HKDC1 inh = blocks human hexokinase HKDC1 activity | recombinant HKDC1, G6PDH/diaphorase resazurin coupled fluorescence | hit rate 0.16% among 340,000 | inhibition, % at 20 µM | AID 493160 | Q2TB90;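 active = inhibition above about 35% when tested at 20 µM, limit read from the data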;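 note: plate controls were DMSO wells with enzyme for no effect and DMSO wells lacking enzyme for full effect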
Target sequence (Q2TB90 whole entry, looked up): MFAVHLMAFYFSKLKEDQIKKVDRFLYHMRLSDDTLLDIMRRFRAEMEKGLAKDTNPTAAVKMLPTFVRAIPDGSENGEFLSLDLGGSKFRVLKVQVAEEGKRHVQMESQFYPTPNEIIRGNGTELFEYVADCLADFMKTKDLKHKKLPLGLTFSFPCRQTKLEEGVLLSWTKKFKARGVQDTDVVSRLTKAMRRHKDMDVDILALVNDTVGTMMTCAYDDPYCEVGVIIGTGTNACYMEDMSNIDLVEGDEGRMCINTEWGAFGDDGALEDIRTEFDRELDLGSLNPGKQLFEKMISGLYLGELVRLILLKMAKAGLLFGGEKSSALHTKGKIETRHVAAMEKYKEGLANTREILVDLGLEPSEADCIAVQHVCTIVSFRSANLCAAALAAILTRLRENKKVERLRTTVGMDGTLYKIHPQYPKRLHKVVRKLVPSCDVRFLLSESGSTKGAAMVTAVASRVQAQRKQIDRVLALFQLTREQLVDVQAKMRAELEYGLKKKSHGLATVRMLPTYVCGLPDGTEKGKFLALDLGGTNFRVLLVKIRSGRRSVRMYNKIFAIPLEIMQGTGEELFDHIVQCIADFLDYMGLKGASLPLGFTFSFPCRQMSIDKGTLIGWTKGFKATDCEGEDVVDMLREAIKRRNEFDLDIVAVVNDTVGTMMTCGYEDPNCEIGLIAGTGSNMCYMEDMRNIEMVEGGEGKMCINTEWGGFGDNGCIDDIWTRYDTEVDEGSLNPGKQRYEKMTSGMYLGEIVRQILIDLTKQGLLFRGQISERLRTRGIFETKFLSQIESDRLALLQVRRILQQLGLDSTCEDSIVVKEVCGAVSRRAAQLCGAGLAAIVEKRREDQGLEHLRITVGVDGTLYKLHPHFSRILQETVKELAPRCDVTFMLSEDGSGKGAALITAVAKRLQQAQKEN
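Assay system – recombinant HKDC1 (HK5) hexokinase enzyme, produced in-house · Input – HKDC1 at 5 µg/mL · Reagent – glucose plus 1 mM ATP as hexokinase substrates · Timing – 90 min reaction incubation at room temperature, dark · Measured by – G6PDH/diaphorase-coupled fluorescence, 1 mM NADP, 100 µM resazurin, 525/613 nm · Benchmarks – DMSO-enzyme wells negative, buffer-substituted wells positive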
SENP7 block = inhibitors of human SENP7 protease; Q9BQF6; recombinant SENP7, Z-RLRGG-aminoluciferin luminescence, 40 min; inhibition, % at 5 µM; hit rate 1.5% among 330,000; AID 434973;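 active = inhibition above about 50% at the single test dose, limit read from the data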;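 note: plate controls were DMSO with enzyme for no effect and no enzyme buffer wells for full effect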
MIN6 prolif = MIN6 beta-cell proliferation induction | proliferation, % at 10 µM | MIN6 cells proliferation, ATPlite luminescence, 48 h; cells starved in 0.2% serum; 100% = growth in 10% serum | hit rate 0.29% among 330,000 | AID 2380;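 active = compounds whose signal lies at least 3.5 SD above the mean of all wells on their plate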;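 note: 0% = DMSO-treated cells in low-serum medium and 100% = 10% serum control; some compounds called inactive have numbers as strong as hits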
PfGluPho inh = PfG6PD (Plasmodium falciparum) enzyme inhibition | PfGluPho enzyme, NADPH resazurin-diaphorase fluorescence | inhibition, % at 20 µM | hit rate 0.78% among 350,000 | AID 504690;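 active = inhibition reaching at least a set limit at 20 µM in the primary screen, cut at about 59% in these data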;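 note: 0% = DMSO wells with substrate and 100% = DMSO wells lacking glucose-6-phosphate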
SENP8 block-1 = blocks human SENP8 cleavage of Nedd8 substrate | recombinant SENP8, Nedd8 substrate fluorescence | inhibition, % at 20 µM | hit rate 0.64% among 360,000 | AID 602440; in the data active = inhibition mostly above about 40%, no sharp cut-off; inactive = mostly below about 27%
Target sequence (Q96LD8 whole entry, looked up): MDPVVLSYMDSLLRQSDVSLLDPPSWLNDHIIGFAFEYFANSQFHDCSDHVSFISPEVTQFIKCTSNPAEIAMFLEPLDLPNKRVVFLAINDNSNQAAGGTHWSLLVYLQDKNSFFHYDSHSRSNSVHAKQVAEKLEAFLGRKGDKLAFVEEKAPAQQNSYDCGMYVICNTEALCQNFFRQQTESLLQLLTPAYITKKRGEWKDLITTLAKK
SENP8 block-2 = blocks the human protease SENP8; hit rate 1.2% among 330,000; Q96LD8; AID 2540; purified SENP8, Z-RLRGG-aminoluciferin cleavage, luminescence; inhibition, % at 10 µM; in the data active = inhibition above about 50%
An asterisk follows results filed as active; i = inactive; . = not tested or not shown. Compounds as they come; any-hit rate near 4%.

Order of values: SENP6 inh | SENP1 FRET inh | UBC13 polyUb | HKDC1 inh | SENP7 block | MIN6 prolif | PfGluPho inh | SENP8 block-1 | SENP8 block-2
> CC(=O)C1CCC2C3CCC4=CC(=O)CCC4(C)C3(Br)C(=O)CC12C (stereo not drawn)
→ . | 0 | . | -4 | . | . | 9 | 21 | .
> CC1(C)CC(=O)C2=C(C1)OC(N)=C(C#N)C2c1cc2c(cc1[N+](=O)[O-])OCO2 (stereo not drawn)
→ . | -29 | . | -3 | . | . | 21 | -367 | .
> CCCCCCCC(=O)NNC(=O)CCC(=O)O
→ -2 | 2 | 0 | -2 | 9 | -1 | -15 | 20 | 4
> O=C(Nc1ccc(N2CCOCC2)c(Cl)c1)c1ccc(S(=O)(=O)N2CCOCC2)cc1
→ 2 | -1 | -2 | 6 | 6 | 0 | 0 | 14 | -4
> COc1cccc(/C=N/NC(=O)CCNc2n[nH]c(=O)[nH]c2=O)c1OC
→ 10 | 2 | 2 | -9 | 0 | -1 | 15 | -39 | 2
> C[C@H](CO)N1C[C@H](C)[C@@H](CN(C)C(=O)Nc2ccccc2)Oc2ccc(NC(=O)C3CCCCC3)cc2C1=O
→ 4 | 2 | 13 | -4 | 1 | -1 | 9 | -7 | 1
> COc1ccc(NC(=O)CCC(=O)N2CCN(S(=O)(=O)c3ccc(C)cc3)CC2)c(OC)c1
→ -5 | 1 | -1 | -2 | -7 | 3 | 10 | 14 | -6
> CC(C)CCNc1nc(N2CCCC2)c2c(c1C#N)CCN(C)C2
→ 5 | -26 | -4 | 13 | 4 | -4 | 21 | -323 | 2
> CC(C)Cc1nnc(NC(=O)c2ccc([N+](=O)[O-])cc2)s1
→ -8 | 1 | -23 | 4 | -3 | -1 | 22 | 17 | -9
> CC(C)OCC1CO1 (stereo not drawn)
→ 4 | 2 | 1 | 0 | 8 | 5 | -25 | 1 | -6
> COc1ccc(S(=O)(=O)N2CCNCC2)cc1OC
→ -3 | 17 | 1 | 0 | -10 | -2 | -13 | 6 | 0
> COc1ccc(S(=O)(=O)Nc2noc3ccccc23)cc1
→ -2 | 0 | 2 | 4 | 10 | -4 | -17 | 15 | 4
> O=C(c1cc2ccccc2oc1=O)N(Cc1ccco1)Cc1cccs1
→ -16 | -2 | -2 | 15 | 6 | -4 | 2 | -4 | 0
> O=C(NCc1ccccn1)C(=O)Nc1nc(C23CC4CC(CC(C4)C2)C3)cs1
→ -13 | 0 | -15 | 3 | 8 | -3 | -14 | 12 | 1
> Cc1cccc(OC(C)C(=O)NCc2ccc(S(N)(=O)=O)cc2)c1 (stereo not drawn)
→ 1 | -1 | 8 | -4 | -2 | 0 | 6 | 7 | 0
> COc1cc(OC)cc(C(=O)NCC(=O)OCC(=O)NCc2ccco2)c1
→ -11 | 0 | -6 | -2 | 8 | 1 | 12 | -16 | 3
> CCOc1ccc(N=C(NN)c2ccc3ccccc3n2)cc1
→ 24 | -6 | -4 | 6 | 1 | 0 | 18 | -46 | 0
> CCOC(=O)Cn1c(=O)oc2cc(S(=O)(=O)Nc3cccc(C)c3)ccc21
→ 19 | 5 | 11 | -7 | 2 | -2 | 6 | 6 | -3
> CCOc1c(Br)cc(Br)cc1/C=C1\SC(N)=NC1=O
→ -1 | -3 | -6 | 1 | 3 | 0 | -11 | -5 | -4
> C=C(C)Cn1c(Sc2nnc(C)s2)nc2c1c(=O)[nH]c(=O)n2C
→ -20 | -1 | 7 | -2 | 4 | 1 | -3 | 26 | -12
> O=C(NCc1nnc(SCC(=O)N2CCCCC2)o1)c1c(F)cccc1F
→ -2 | 3 | 0 | -4 | -2 | 2 | 2 | 5 | -1
> COc1ccc(S(=O)(=O)O/N=C2\CCSc3ccc(C)cc32)cc1
→ -9 | -1 | -6 | 0 | -3 | -2 | 25 | 10 | -1
> CCNC(=S)N1CCc2ccccc2C1
→ -8 | 1 | 0 | -8 | -8 | 2 | 10 | 5 | 8
> COc1cc(C(=O)OCC(=O)c2cc(C)n(CC3CCCO3)c2C)cc(OC)c1C (stereo not drawn)
→ -11 | 1 | 9 | 7 | -16 | -6 | 16 | 0 | 7
> CC(NC(=O)c1ccccc1F)c1nnc(SCC(=O)Nc2nccs2)n1C (stereo not drawn)
→ 2 | 2 | 2 | -4 | 3 | -1 | -10 | 12 | 2
> Nc1ncnc2c1ncn2[C@@H]1O[C@H](CNS(=O)(=O)c2cc3ccccc3s2)[C@@H](O)[C@H]1O
→ . | 3 | . | -2 | 0 | . | 2 | 13 | .
> CS(=O)(=O)N(CC(=O)N1CCCC1)c1ccc(Cl)c(Cl)c1
→ 0 | 3 | -7 | -8 | -13 | -3 | -6 | 10 | -8
> CC12CC3CC(C)(C1)CC(C(=O)NCc1cccnc1)(C3)C2
→ -9 | 0 | -2 | -6 | -3 | -2 | -8 | 14 | -1
> COc1cc(NC(=O)c2cc(OC)c(OC)c(OC)c2)ccc1NC(=O)c1cccs1
→ 4 | 1 | -1 | 7 | 6 | 5 | -5 | 5 | 10
> O=C(NC1CCCCCC1)C1CCN(S(=O)(=O)N2CCC3(CC2)OCCO3)CC1
→ -31 | 0 | 6 | -6 | -9 | 2 | -2 | 10 | 0
> NS(=O)(=O)c1ccc(NC(=O)COC(=O)c2cc3ccccc3oc2=O)cc1
→ 1 | -4 | -12 | -5 | 0 | 0 | -16 | -128 | -3
> CC1(C)CC(=O)C2=C(C1)OC(N)=C(C#N)C2c1ccsc1 (stereo not drawn)
→ 8 | 0 | 3 | -2 | 6 | -1 | 22 | 11 | 4
> CCOCCCNC(=O)C(NC(=O)Cc1cccs1)c1ccccc1 (stereo not drawn)
→ -12 | 4 | -5 | -3 | 4 | -2 | -7 | 13 | -1
> COc1ccc(C)cc1N(C(=O)c1ccc(C#N)cc1)C1=NC(C)(C)CS1
→ 4 | 1 | -1 | 0 | -6 | 0 | -9 | 14 | 5
> O=C(Nc1ccc(NC(=S)NC(=O)c2ccccc2F)cc1)c1cccs1
→ -10 | -1 | -10 | -3 | 7 | -4 | 11 | 1 | 9
> CC1CCN(c2nc(-c3ccccc3O)nc3ccccc23)CC1
→ -12 | 3 | 1 | -8 | 2 | -5 | 3 | 20 | -2
> CCCOC1CCCN(C(=O)c2ccc(OC3CCN(C(=O)COC)CC3)cc2)C1 (stereo not drawn)
→ 1 | 0 | -8 | -2 | -8 | 3 | 2 | 6 | -3
> COc1ccc(Nc2cc(Nc3cccc(OC)c3)ncn2)cc1
→ 40 | -23 | 1 | 1 | 47 | 3 | 3 | -1 | 14
> CC(=O)c1ccc(N2CCCC2)c(F)c1
→ 1 | . | 4 | . | 4 | -2 | . | . | -2
> COc1cccc(/C=N/NC(=O)C(=O)NCc2cccnc2)c1O
→ -10 | 5 | -19 | -16 | -7 | -1 | -28 | 13 | -14

3 of the entries above in order of the SENP7 block value, lowest first:
Compound	SENP6 inh	SENP1 FRET inh	UBC13 polyUb	HKDC1 inh	SENP7 block	PfGluPho inh	SENP8 block-1
COc1cc(C(=O)OCC(=O)c2cc(C)n(CC3CCCO3)c2C)cc(OC)c1C (stereo not drawn)	-11	1	9	7	-16	16	0
CCNC(=S)N1CCc2ccccc2C1	-8	1	0	-8	-8	10	5
COc1ccc(S(=O)(=O)Nc2noc3ccccc23)cc1	-2	0	2	4	10	-17	15

Following part.
Order of values: SENP6 inh | SENP1 FRET inh | UBC13 polyUb | HKDC1 inh | SENP7 block | MIN6 prolif | PfGluPho inh | SENP8 block-1 | SENP8 block-2
> O=S(=O)(c1ccc(NC(=S)NCCC(c2ccccc2)c2ccccc2)cc1)N1CCOCC1
→ 19 | 0 | 5 | 4 | 11 | -3 | 4 | 10 | -3
> CC1(C)O[C@@H]2[C@H](O1)[C@@H](CO)O[C@H]2n1cc(Br)c(=O)[nH]c1=O
→ -5 | 5 | -7 | -3 | 3 | -4 | -14 | -10 | -11
> CCOC(=O)Nc1ccc2c(c1)nc1n2CCN(CCOC)C1
→ -8 | -18 | -7 | 3 | -8 | -2 | 9 | -288 | -7
> COc1ccccc1NC(=O)N1CCCC1C(=O)Nc1ccc2c(c1)OCO2 (stereo not drawn)
→ 11 | 0 | -1 | -4 | 8 | -3 | -2 | 12 | 0
> Nc1cc(=O)[nH]c(SCC(=O)Nc2ncc(C(F)(F)F)cc2Cl)n1
→ 3 | 0 | 4 | -11 | 4 | 1 | 9 | -8 | -11
> COc1ccccc1C1SCCN1C(=O)c1ccc([N+](=O)[O-])cc1 (stereo not drawn)
→ -14 | 1 | -6 | -1 | -10 | 0 | 4 | 8 | -11
> Cc1cc(C)c2c(=O)n(CC(=O)Nc3cccc(F)c3)sc2n1
→ -3 | 1 | 0 | -7 | -7 | -6 | 110* | 14 | -2
> COc1ccc2nc(-c3ccccc3)cc(C(=O)OCC(=O)N3CCCCC3)c2c1
→ 5 | -109 | 43 | 9 | 3 | 2 | 29 | i | 3
> CCCCC(=O)N1CCN(c2nc3ccc(F)cc3s2)CC1
→ 84* | 3 | 2 | -2 | 82* | -2 | -13 | 1 | 73*
> Cc1ccc(CN(C)C(=O)c2cccc(S(=O)(=O)N3CCN(c4ccccc4)CC3)c2)cc1
→ . | 2 | . | -2 | . | . | 10 | 5 | .
> COc1cc(OC)cc(C(=O)OC/C(O)=C(\C#N)c2nc3ccccc3[nH]2)c1
→ -13 | -41 | -6 | -6 | -1 | -3 | 0 | -34 | 2
> CCOC(=O)c1sc(=S)n(C)c1NC(=O)c1ccccc1
→ 8 | 0 | 4 | -12 | 4 | 1 | 64* | 16 | 6
> CC(Sc1nncn1C)C(=O)NCc1ccc2c(c1)OCO2 (stereo not drawn)
→ 0 | 1 | 4 | -7 | -2 | 4 | -4 | 13 | 6
> Cn1c(N)c(C(=O)COC(=O)Cc2ccc(F)cc2)c(=O)n(C)c1=O
→ 0 | -2 | -2 | -2 | -8 | 1 | 10 | 0 | -5
> C=CCC1(CC=C)CCCN1C(=O)c1cc(COc2cccc(OC)c2)on1
→ 12 | 0 | -1 | 1 | 0 | -4 | 37 | 10 | 9
> C=CCNC(=O)c1cc(-c2cccnc2)nc2ccccc12
→ -28 | -2 | 2 | -5 | 4 | -1 | -9 | -3 | -3
> O=C(NCc1ccc(F)cc1)c1ccc(Cl)c(NC2=NC3CS(=O)(=O)CC3S2)c1 (stereo not drawn)
→ -13 | 4 | 3 | -1 | 0 | -1 | -29 | 10 | 4
> O=[N+]([O-])c1ccc(/C=N/Nc2nc(N3CCOCC3)nc(N3CCOCC3)n2)cc1
→ 3 | -14 | -11 | . | 7 | -3 | . | -34 | -1
> O=C(CC1OC(=O)c2ccccc21)NNC(=O)c1ccc(F)cc1 (stereo not drawn)
→ -15 | 1 | 3 | -6 | -3 | 0 | -2 | -3 | -2
> O=C(Nc1ccccc1)c1nn(-c2cccc(C(F)(F)F)c2)ccc1=O
→ -17 | -1 | -4 | -9 | -1 | 1 | -2 | 10 | -7
> O=[N+]([O-])c1ccc(C=NNC(=S)Nc2ccc(F)cc2)cc1
→ . | 6 | . | -2 | . | . | -6 | 28 | .
> CN(Cc1ccccc1)C(NC(=O)c1ccccc1)C(Cl)(Cl)Cl (stereo not drawn)
→ -1 | 1 | 14 | 10 | -6 | -3 | 1 | -17 | 2
> CC1=NN(c2ccccc2)C(=O)C1N=Nc1ccccc1 (stereo not drawn)
→ -8 | 2 | -19 | 4 | -1 | -3 | 6 | 32 | -4

Screens as filed in PubChem.
